# Source: PubChem
# TGFb inhibitor: qHTS for Inhibitors of TGF-b. HepG2 CAGA-GFP TGF-b/SMAD3 reporter, GFP fluorescence, 18 h; TGF-beta stimulated, 500 pg/mL final. Potency, µM (highest dose often 46.1 µM), without a hit: at the highest dose activity, negative = inhibition, usual class: inhibitors. 1.2% of 410,000 active. AID 588855, 2011; note: potency is the fitted concentration of half-maximal effect; % is set by controls: 0 for no effect and ±100 for the full control effect; nearly all actives have a fitted effect of over 65% in size
#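 HEPG2 CAGA-GFP, 1000 cells/well; 2 h settle, 37 C; cpd via pin tool; TGF-b 500 pg/mL final; 18 h, 37 C; GFP imaging ex488/em500-530; %Activity normalised to -TGF-b and +DMSO controls; CRC fit, curve class.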
# CCT modulator: High-Throughput Screening for Modulators of Cytosolic Chaperonin Activity; purified chaperonin ATPase assay, HTRF ADP detection, 30 min; activity change, % (concentration not given with the values), hits read low; 0.3% of 360,000 active; AID 651819, 2012; in the data active = activity change below about -30%; note: % is set by controls: 0 for no effect and ±100 for the full control effect
#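 TRiC at 40 or 20 nM final (batch-dependent) in 30 mM Tris pH 7.4, 100 mM KCl, 5 mM MgCl2, 1 mM DTT, with compound at single 76 uM and 10 uM ATP, 30 min at 37 deg C. ADP detected by HTRF Transcreener, 665/615 ratio.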
# Nrf2 block: Nrf2 qHTS screen for inhibitors | Potency, µM (highest dose often 46 µM), without a hit: top-dose activity change, negative = inhibition, actives largely listed as inhibitors | A549 ARE-Fluc reporter, luciferase luminescence, 18-24 h | 2.1% of 360,000 active; note: potency is the fitted concentration of half-maximal effect; % is set by controls: 0 for no effect and ±100 for the full control effect; nearly all actives have a fitted effect of over 60% in size
#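 A549 ARE_Fluc cells (5000/well, 5% FBS OPTI-MEM) pre-incubated 2 h, then treated with compounds 18-24 h at 37C/5% CO2 in concentration-response. CellTiter-Fluor viability read first; BugLite luciferase luminescence after 15 min at room temperature gives Nrf2 activity.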
# MmCpn inh: Inhibitors of TCP-1 ring complex (TRiC) of Methanococcus maripaludis (MmCpn): qHTS | Chaperonin Mm-Cpn (Methanococcus maripaludis) | purified Mm-Cpn ATPase, ADP Transcreener TR-FRET | Potency, µM (series often up to 76.9 µM), without a hit: top-dose activity, negative = inhibition, actives largely listed as inhibitors | 0.031% of 330,000 active; note: potency is the fitted concentration of half-maximal effect; % is set by controls: 0 for no effect and ±100 for the full control effect; nearly all actives have a fitted effect of over 80% in size
#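 Quantitative HTS used 25 nM Mm-CPN and 10 uM ATP in magnesium/KCl Tris buffer, pH 7.4, with 1 mM DTT. Hydrolysis ran 30 min at 37°C; ADP was read by HTRF.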
# ATXN viability: Viability Counterscreen for Primary qHTS for Inhibitors of ATXN expression; S2 cells (HEK-293 line with an ATXN2-luciferase reporter) viability, CellTiter-Fluor protease fluorescence, 24 h; Potency, µM (highest dose often 56.7 µM), hits mostly cytotoxic; 0.49% of 400,000 active; note: potency is the fitted concentration of half-maximal effect; nearly all actives have a fitted effect of over 40% in size
# Nrf2 ARE act: qHTS of Nrf2 Activators; AREc32 ARE-luciferase reporter (MCF7-derived line), luminescence, 24 h; 0.31% of 410,000 active; Potency, µM (titrated, usually from 46.1 µM), without a hit: at the highest dose activation, actives largely listed as activators; AID 624171, 2012; note: potency is the fitted concentration of half-maximal effect; % of control where 0% means no effect; nearly all actives have a fitted effect of over 65% in size
#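 Steps: seed AREc32_Fluc cells (1000/well, 5% FBS OPTI-MEM); incubate overnight at 37 deg C; add 23 nL compound; incubate 24 hr; add Steady-Glo; hold 30 min RT; read luminescence.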
# Akt phos inh: HTS Assay for Inhibitors of Akt Phophorylation: Primary Screen; Neuro2A IGF-stimulated pAkt S473 HTRF, 20 min; stronger effect = lower value; activity change, % for hits at 50 µM; 0.32% of 360,000 active; in the data active = activity change below about -80%; inconclusive = mostly about -51% to -80%; note: % is set by controls: 0 for no effect and ±100 for the full control effect
#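 Single-point screen (50 µM final compound) in Neuro2A cells stimulated 20 min with 6 nM IGF at 37 deg C. After lysis, Ser473-phosphorylated Akt read by HTRF (ex 330 nm, em 615/665 nm) as the 665/615 ratio.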
# HepG2 viability: qHTS for Inhibitors of TGF-b: Cytotox Counterscreen; HepG2 CAGA-GFP viability, ATP luminescence, 18 h; Potency, µM (titrated, usually from 46.1 µM), without a hit: top-dose activity change, negative = cytotoxicity, usual class: cytotoxic; 0.76% of 410,000 active; AID 588856, 2011; note: potency is the fitted concentration of half-maximal effect; some results filed as inactive show a strong effect at the top dose
#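 CellTiter-Glo luminescence gave cytotoxicity after 18 hours at 37 degrees C. The cells were HepG2 CAGA-GFP in 1% FBS DMEM, stimulated with 500 pg/mL TGF-beta after compound addition. %Activity was normalised to no-cell wells (complete cell-killing) and DMSO (no toxicity), and curves were fitted and classified.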
# A549 tox: Nrf2 qHTS screen for inhibitors: counterscreen for cytotoxicity; A549 ARE-Fluc cells, CellTiter-Fluor viability, 18-24 h; Potency, µM (top dose mostly 46 µM), for inactives: at the highest dose activity change, negative = cytotoxicity, hits mostly inhibitors; 0.16% of 390,000 active; note: potency is the fitted concentration of half-maximal effect; % is set by controls: 0 for no effect and ±100 for the full control effect
#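 A549 ARE-Fluc cells in 5% FBS OPTI-MEM, 5000 cells/well, rested 2 h then exposed to compounds in concentration-response for 18-24 h at 37 °C. Viability by CellTiter-Fluor fluorescence (Ex 405/Em 525) after 30 min; luciferase luminescence (BugLite, 15 min, RT) read afterwards.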
# Active calls of the source: *; i = inactive; ? = inconclusive; / = not tested or not shown; [ ] = another dose, or the depositor's remark. Unless noted, calls come from the whole dose curve; as a rule, active = well fitted curve in the direction sought with a large enough effect; inconclusive = small, poorly fitted or top-dose-only effect, or another doubt; inactive = no such curve, though single readings can be large; an effect the other way counts as inactive or inconclusive.
SMILES,TGFb inhibitor,CCT modulator,Nrf2 block,MmCpn inh,ATXN viability,Nrf2 ARE act,Akt phos inh,HepG2 viability,A549 tox
O=C(O)c1cccc(N2C(=O)c3ccc4c5c(ccc(c35)C2=O)C(=O)N(c2cccc(C(=O)O)c2)C4=O)c1,0.2%,-1.8,6.4%,0.9%,i,-0.4%,i,17.7%,0.5%
Brc1ccc2nc(C3CCCCC3)c(Cc3ccccc3)n2c1,?,-1.2,/,/,?,4.3%,i,-17.3%,/
O=C(Nc1c2c(nc3ccccc13)CCCC2)c1ccccc1Cl,?,-0.2,5.6%,-1.7%,i,4.3%,i,-0.8%,-0.4%
COc1ccccc1-c1nc2n(n1)C(c1cccs1)C(C(=O)Nc1cccnc1)=C(C)N2 (stereo unspecified),4.4%,-2.8,-6.5%,-6.7%,i,0.2%,i,0.5%,7.5%
O=C(COC(=O)c1ccc(-c2ccccc2)cc1)Nc1ccccc1-c1ccccc1,13.2%,2.2,12.0%,-8.2%,i,-0.1%,i,-9.9%,8.2%
CC(=O)Cc1nsc(Nc2cccc(C)c2)n1,16.1%,0.0,?,-0.2%,i,3.4%,i,-12.2%,10.7%
CC1=NN(c2ccccc2)C(=O)C1=Cc1ccccc1,-5.4%,-0.2,/,/,i,3.6%,i,0.0%,/
CCCc1nc2ccc(C)cn2c1Cc1ccccc1OC,?,-3.0,/,/,/,2.9%,i,-41.0%,/
CC(C)(C)n1nnnc1C(c1cc2ccccc2o1)N1CCCC1 (stereo unspecified),/,0.7,/,/,i,0.1%,i,/,/
Cn1c(Cc2cccc3ccccc23)nnc1SCc1ccc([N+](=O)[O-])cc1,-42.1%,1.5,6.8%,0.2%,i,2.9%,i,-4.0%,2.4%
Cc1ccc(CCNC(=O)c2nn(C)c3c2CSc2ccccc2-3)cc1,-14.1%,/,-1.7%,/,/,1.1%,/,-23.3%,-1.8%
Cc1cc(OCC(=O)N(C)Cc2ccccc2)ccc1Br,-17.3%,-0.4,?,0.2%,i,8.7%,i,-35.1%,2.3%
CC(=O)Oc1ccc2occ(/C=N/c3cc(=O)[nH]c(=S)[nH]3)c(=O)c2c1,-2.0%,-4.0,5.2%,2.4%,i,0.3%,i,0.1%,0.6%
COc1ccc(C2(c3ccc(OC)cc3)NC(=O)N(CC(=O)NC3(C#N)CCCCC3)C2=O)cc1,-8.4%,-0.6,-6.1%,0.2%,i,-0.6%,i,-6.6%,-2.2%
CCn1c(=O)c2cc(C(=O)NCCc3cccc(C)c3)sc2c2ccccc21,-7.4%,/,-9.5%,/,i,0.2%,/,-4.6%,4.0%
Cn1c(=O)c(C(=O)c2ccc(S(C)(=O)=O)c(Cl)c2Cl)c(O)c2ccccc21,16.8%,-19.4,?,/,?,0.2%,i,-36.8%,-11.0%
COc1ccc(Br)cc1C1NC(c2ccc3c(c2)OCO3)=CC(c2ccccc2O)N1 (stereo unspecified),?,/,?,/,/,/,/,-32.5%,-9.4%
COc1cc(S(=O)(=O)n2nc(C)cc2C)ccc1Cl,2.8%,0.5,-22.3%,-0.1%,i,-0.2%,i,-17.7%,-2.9%
CCCn1c(=O)c2ccccc2n2c(SCCOc3ccc(OC)cc3)nnc12,20.4%,-3.4,?,-9.5%,i,-0.9%,/,4.9%,-23.9%
O=S1(=O)CCN(Cc2cccnc2)CC1,-6.1%,-0.1,/,/,i,-0.2%,i,-0.5%,/
O=C(COc1ccc2ccccc2c1)NNC(=O)c1cccs1,-6.1%,0.0,-8.1%,-9.4%,i,-0.3%[9.22 µM],i,0.5%,2.1%
CC1(C(=O)Nc2ccccc2Cc2ccccc2)CCN1CCc1ccccc1 (stereo unspecified),?,2.2,/,/,i,3.7%,i,-30.1%,/
CCN(CC)CCN(C(=O)/C=C/c1cccs1)c1nc2ccc(C)cc2s1,3.2%,1.3,-10.3%,-3.7%,i,?,i,-4.0%,16.8%
Cc1[nH]c2ccccc2c1/C=N/NC(=O)c1cccc(Br)c1,16.1%,0.1,-10.8%,1.2%,i,13.8%,i,-12.0%,-2.5%
NCc1ccccc1,-13.2%,-0.1,2.9%,1.6%,i,-1.0%,i,0.9%,-1.3%

# Following part:
SMILES,TGFb inhibitor,CCT modulator,Nrf2 block,MmCpn inh,ATXN viability,Nrf2 ARE act,Akt phos inh,HepG2 viability,A549 tox
CCOC(=O)c1nnn(-c2ccc(OC)cc2)c1N,-5.7%,0.2,?,0.1%,i,2.4%,i,-13.5%,-0.9%
Cc1ccc(S(=O)(=O)NCc2nc(-c3ccccc3)no2)cc1,0.0%,-0.4,?,1.3%,i,-0.4%,i,-19.3%,-1.8%
COc1cccc(C(=O)NNC(=O)c2cccc3ccccc23)c1,-14.5%,1.6,?,/,?,0.0%,i,1.8%,-0.2%
CN(C)c1ccc(/C=N/NC(=O)c2ccc(Cn3cc(Br)cn3)o2)cc1,5.3%,0.4,?,-5.8%,/,5.2%,i,-4.0%,-0.6%
CC(Cc1ccccc1)NC(=O)CSc1nc2nc3c(cc2c(=O)n1-c1ccccc1)COC(C)(C)C3 (stereo unspecified),5.4%,1.3,0.9%,1.3%,i,0.0%,i,-9.5%,13.3%
CC(=NNC(=S)Nc1cccc(C)c1)c1ccccn1,?,3.4,?,/,?,6.6%,i,-2.0%,-25.4%
COc1ccc(/C=C/c2nnc(NC(=O)COc3ccc(C)cc3)s2)cc1,0.0%,-0.7,6.2%,-1.8%,i,2.0%,i,11.1%,-3.7%
Cc1cccc(C(=O)N2CCC(=O)N(C(COCc3ccccc3)Cc3ccccc3)CC2)c1 (stereo unspecified),2.5%,-0.9,8.7%,-1.8%,i,2.5%,i,-7.5%,14.8%
Cc1c(C(=O)N2CCOCC2)c(S(=O)(=O)Nc2ccc(Br)cc2F)c(C)n1C,-1.9%,-0.5,-7.5%,-0.9%,i,-1.1%,i,3.7%,0.9%
CC1(C)CC(=O)C=C(NC2=CC3OC(c4ccccc4)OCC3OC2=O)C1 (stereo unspecified),8.91µM*,1.4,16.4µM*,-2.5%,?,8.5%,i,-37.6%,?
COC(=O)c1cn(NC(=O)c2ccc(F)cc2)c(=O)c2ccccc12,-5.5%,-1.5,-10.6%,-5.2%,i,0.3%,i,-3.9%,5.3%
COc1ccc(CNC(=O)c2cc(=O)c3c(C)cc(C)cc3o2)cc1,-0.9%,-2.2,-17.9%,-1.0%,i,0.2%,i,-17.9%,2.8%
Cc1cccn2c(=O)nc(SCC(=O)N3CCOCC3)nc12,-19.4%,0.9,1.9%,-18.9%,i,-0.7%,i,-2.6%,-9.0%
COc1ccc(NC2CCCN(C(=O)c3cccs3)C2)cc1 (stereo unspecified),2.6%,-0.1,17.2%,-22.5%,i,-0.4%,i,6.8%,-4.6%
Cc1ccc(CNc2oc(-c3ccc(COc4ccc(Cl)cc4)o3)nc2C#N)cc1,-21.6%,/,-27.6%,/,i,5.9%,/,-15.1%,-10.2%
CC(C)(C)c1cc(C(F)(F)F)nc(SCCCNC(=O)c2ccco2)n1,0.0%,-0.5,/,0.0%,i,3.5%,i,4.0%,-1.7%
CCc1ccc(N(CC(=O)NCc2ccco2)C(=O)CCC(=O)Nc2ccccn2)cc1,-0.6%,-3.1,-6.9%,-1.0%,i,2.1%,i,-8.7%,2.9%
COc1ccccc1CNS(=O)(=O)c1ccc(Cl)s1,-0.2%,-0.9,-0.4%,-0.2%,i,0.4%,i,9.7%,1.0%
CCCN(C(=O)c1ccco1)c1nnc(-c2ccccc2C)s1,0.8%,1.9,10.7%,-0.1%,i,?,i,-23.6%,3.6%
Cc1nc2ccccc2n1CC(=O)NN,3.1%,0.8,-1.5%,-0.7%,i,-0.6%,i,-21.8%,?
O=C(O)C1CC=CCC1C(=O)N1CCN(c2nc(-c3ccccc3Cl)c3cc(Br)ccc3n2)CC1 (stereo unspecified),-25.7%,-1.3,-13.7%,?,i,5.5%,i,-76.2%,/
CN(C)S(=O)(=O)c1ccc(Cl)c(C(=O)NCC2CCCCC2)c1,19.8%,-0.5,-24.8%,0.9%,i,-0.6%,i,5.2%,-1.7%
O=C(NCC1CCCO1)C1CCN(S(=O)(=O)c2ccccc2)CC1 (stereo unspecified),6.9%,-9.2,20.1%,-9.3%,i,3.8%,i,-0.3%,0.2%
O=C(c1cccc(S(=O)(=O)Nc2ccccc2Cl)c1)N1CCN(c2ccccc2O)CC1,-5.9%,0.8,-9.7%,-2.2%,i,-0.5%,i,-2.5%,-10.5%
Cc1ccc(C(=O)OCC(=O)Nc2cccc(S(=O)(=O)N3CCCCC3)c2)o1,-1.6%,0.7,17.8%,0.6%,i,3.1%,i,2.0%,5.7%
CCCc1c(O)nc(SCC(=O)O)[nH]c1=O,-2.8%,-0.2,-3.9%,4.8%,i,-0.6%,i,14.7%,-3.1%
COc1ccc(/C=C2\CCc3ccccc3C2=O)cc1CN1CCOCC1,?,-3.3,-28.2%,-1.1%,?,?,i,4.0%,-8.5%
CCCN(C)C1CN(Cc2cn(Cc3ccc(OC)cc3)nn2)S(=O)(=O)C1 (stereo unspecified),/,-1.3,/,/,i,0.2%,i,/,/
O=C(NC(N1CCOCC1)C(Cl)(Cl)Cl)c1cc([N+](=O)[O-])cc([N+](=O)[O-])c1 (stereo unspecified),-28.9%,-2.0,-7.3%,1.1%,i,-0.2%,i,-14.3%,2.8%
